Compound activity (PubChem BioAssay)
MT stabilize HCS: microtubule stabilization, imaging screen. HeLa tubulin immunostaining HCS, 24 h; share of cells brighter than vehicle mean+2SD. % tubulin-high responders, % at 10 µM. actives 0.83% (n = 200,000);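 active = plate Z-score above 3 for both tubulin-high and condensed-nucleus cell shares, with cell loss under 80%, at 10 µM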;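 also: anti alpha tubulin signal scored within the nucleus-defined area of each cell; some results filed as inactive read as strong as hits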
Hep lipid drop: modulators of hepatic lipid droplet formation; AML12 mouse hepatocytes, oleate lipid droplets, BODIPY imaging; inhibition, % at 6.5 µM; actives 0.4% (n = 240,000); AID 1656;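 active = lipid droplet intensity inhibited by at least 50%, with more than 500 cells counted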
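System: AML12 hepatocytes (mouse). Probe or stimulus: oleic acid at 100 µM to induce lipid droplet formation. Times: overnight treatment with compound plus oleate. Detection: Image-based BODIPY and DAPI two-channel analysis. Evaluation: percent inhibition of filter-corrected integrated lipid droplet intensity per well.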
ER stress rescue: protection against thapsigargin-triggered cell killing – 384-well, CSM14.1, ATP luminescence, primary screen (AID 1222) | CSM14.1 thapsigargin-induced death rescue, ATP luminescence; higher % means a stronger effect | cellular ATP content (survival), % at 20 µM, or EC50 in µM where a hit was titrated | 190,000 tested, under 10 active;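 active = EC50 below 50 µM in the dose-response confirmation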;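 also: death triggered by thapsigargin at about 15 µM added after 2 h compound pretreatment; cell ATP read after overnight thapsigargin exposure of roughly 18 to 22 hours; normalized against plate controls of thapsigargin alone and 5% DMSO vehicle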
Insulin prom up: MIN6 insulin promoter up-regulation. z-score at 5 µM. actives 0.3% (n = 190,000). MIN6 insulin promoter-GFP reporter, high-content imaging; stronger effect = higher value;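 active = z-score above 3 at 5 µM with at least 500 cells counted in the well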
Salmonella PhoP GFP: PhoP-dependent GFP reporter repression – Salmonella Typhimurium, primary screen (AID 1863) | actives 0.16% (n = 300,000) | S. Typhimurium PhoP-regulated promoter GFP reporter, 4 h; higher % means a stronger effect | one-dose inhibition, % at 50 µM; IC50 in µM for titrated hits;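 active = inhibition over 29.93%, a cutoff 3 SD above the screen mean, later confirmed by dose response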;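 also: 0% = low Mg2+ inducing control and 100% = high Mg2+ repressing control; strong numbers were not always called active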
Dynein transport: dynein cargo transport inhibition; actives 0.47% (n = 220,000); AID 1381; 3617.4 mouse cells, GR-EGFP nuclear translocation imaging; test concentration mostly 20 µM; stimulated with dexamethasone, 1 µM; stronger effect = lower value; z-score, hits read low;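 active = plate z-score of nuclear minus cytoplasmic receptor signal below a set negative limit, without overly bright fluorescence or cell loss, cut at about -3.5 in these data, passing the limit was not always enough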;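 also: z-score of nuclear minus cytoplasmic ring GR-EGFP intensity difference per well; some compounds called inactive have numbers as strong as hits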
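Buffer or medium: tet-free, stripped-serum medium; reagent: dexamethasone at 1.0 µM final, 30 min; incubation: 48 h induction, 1 h compound, 30 min dex at 37 °C; measured by: formaldehyde fixation, Hoechst nuclear stain, 10x automated fluorescence imaging; read-out: nuclear-to-cytoplasmic GR-EGFP distribution per well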
T cell HTS: modulates CD8 T cell binding to vesicles; AID 2052; calls only at 7 µM; 2C CD8+ T cell-vesicle binding, flow cytometry; stronger effect = lower value; actives 0.068% (n = 330,000);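 active = response, share of CD8 T cells binding vesicles, and their 90th percentile fluorescence all below set limits, cut at about 80% in these data, passing the limit was not always enough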
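Read-out – percent CD8+ FL2 mean versus row control · System – murine 2C transgenic CD8+ T lymphocytes · Times – 1.5 h cell–vesicle binding at 37 °C, then 20 min icy labelling · Control set – naked vesicles low, QL9 vesicles with vehicle high · Detection – cytometric PE anti-B7-1 and Alexa647 anti-CD8 signals after 1% paraformaldehyde fixation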
Autophagy HCS: modulators of autophagy; MEF GFP-LC3 puncta imaging; test concentration mostly 10 µM; calls only at 10 µM (by protocol); actives 0.98% (n = 190,000); AID 463193;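 active = percentage of spot-positive cells more than 3 SD above its plate mean, without a fluorescence outlier flag or 80% toxicity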;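 also: spot-positive cell cutoff set from DMSO-treated cells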
b-catenin transl: beta-catenin nuclear translocation modulation. HeLa beta-catenin nuclear translocation, immunofluorescence imaging. nuclear translocation activity, % at 5 µM. actives 0.3% (n = 190,000). AID 1665;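 active = nuclear translocation activity above 50% at 5 µM, with a well cell count of 50 or more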;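 also: per-cell ratio of nuclear to cytoplasmic median beta-catenin stain intensity; plate controls were DMSO negative control for no effect and GSK-3 inhibitor IX positive control for full effect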
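Test system: HeLa cells, endogenous beta-catenin; Compound: single 5 µM dose plus 0.02–20 µM confirmation series; Times: compound exposure 24 h at 37°C; Signal: fluorescence imaging of beta-catenin antibody stain plus DAPI; Read-out: % activation, nuclear-to-cytoplasmic median beta-catenin signal ratio per cell.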
Dynein transport cytoplasmic EGFP: also measured in Dynein transport; calls as there; z-score; measured here: cytoplasmic GR-EGFP intensity; stronger effect = higher value
Dynein transport nuclear GR-EGFP: second read-out of Dynein transport, no call of its own (marks repeat the call); z-score; measured here: nuclear GR-EGFP intensity;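 lower value marks the stronger effect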
Dynein transport cell count: also measured in Dynein transport; calls as there; z-score; measured here: cell count per field
Insulin prom up cell count: second read-out of Insulin prom up, no call of its own (marks repeat the call); cell count; measured here: cytotoxicity, nuclei count;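 total cells summed across four imaged fields per well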
Hep lipid drop cells 6.5 µM: also measured in Hep lipid drop; calls as there; cell count; measured here: cell count, cytotoxicity flag;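 cells counted across two imaged fields per well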
b-catenin transl cell count 5 µM: also measured in b-catenin transl; calls as there; cell count; measured here: cell count, cytotoxicity flag
T cell HTS vesicle-bound %: second read-out of T cell HTS, no call of its own (marks repeat the call); double positive events, %; measured here: CD8+ vesicle-bound cell fraction;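 binding gate set so that unloaded-vesicle control wells show 10% double positive cells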
MT stabilize HCS Hoechst-high %: further read-out of MT stabilize HCS, marked with its call; % Hoechst-high responders; measured here: nuclear condensation Hoechst responders;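 share of cells brighter than vehicle mean plus two SD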
MT stabilize HCS cytotoxicity %: further read-out of MT stabilize HCS, marked with its call; toxicity, %; measured here: cytotoxicity by cell density;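 0% = mean cell density of plate MIN control wells and 100% = no cells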
Autophagy HCS cell loss 18 h: also measured in Autophagy HCS; calls as there; toxicity, %; measured here: cell loss, nuclei count;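 cell loss after 18 h compound exposure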
* marks the source's active call; other numbers are inactive results; i = inactive; . = not tested or not shown.

mol,MT stabilize HCS,MT stabilize HCS Hoechst-high %,MT stabilize HCS cytotoxicity %,Hep lipid drop,Hep lipid drop cells 6.5 µM,ER stress rescue,Insulin prom up,Insulin prom up cell count,Salmonella PhoP GFP,Dynein transport,Dynein transport cytoplasmic EGFP,Dynein transport nuclear GR-EGFP,Dynein transport cell count,T cell HTS,T cell HTS vesicle-bound %,Autophagy HCS,Autophagy HCS cell loss 18 h,b-catenin transl,b-catenin transl cell count 5 µM
C/C(CC(=O)NC(C)(C)C)=N\NC(=O)c1ccccc1N,3.6,1.4,0.9,13,722,-0.6%,-0.6,1261,23%,-0.65,-0.047,-0.43,-0.033,i,36,i,7,0.1,1055
O=C(Nc1ccc2ccccc2c1)c1cccc(F)c1,.,.,.,6,847,.,0.25,1002,-8%,0.16,-0.23,-0.055,-0.024,i,26,.,.,-1.1,1311
COC(=O)c1c(C)[nH]c(C=O)c1-c1ccccc1,.,.,.,-8,692,.,-0.97,1428,-4%,-0.27,-0.19,-0.15,0.048,i,22,.,.,-1.0,1271
COc1ccc(NC(=O)c2ccc(-c3ccc(OC)cc3)s2)cc1,2.3,2.0,8.6,-8,718,.,-0.35,1330,7%,0.34,-0.17,0.11,-0.55,i,15,i,-8,0.1,1107
CCOC(=O)c1cc(-c2csc(Nc3c(C)cc(C)cc3C)n2)on1,.,.,.,-13,729,.,-0.45,1290,-12%,-0.19,-0.16,-0.093,0.39,i,37,.,.,-3.2,1181
Cc1ccc(N(CC(=O)Nc2ccc(C)cc2C)S(=O)(=O)N2CCCC2)cc1,3.2,3.0,2.0,15,814,-0.2%,-0.32,1040,-8%,-0.64,-0.24,-0.4,0.78,i,45,i,5,.,.
COC(=O)[C@@H](NC(=O)O[C@H]1C(=O)c2ccc(OC)cc2O[C@@H]1c1ccc2c(c1)OCO2)C(C)C,2.4,2.1,6.3,-3,734,-2.4%,-0.85,995,5%,-0.76,-0.3,0.023,0.93,.,.,i,14,.,.
O=C(N/N=C1\CC2CC=CC12)c1ccc(COc2ccccc2)cc1 (stereo unspecified),2.6,3.4,15,-34,726,-0.2%,0.27,1173,-15%,-0.34,-0.34,-0.46,0.71,i,54,i,-14,1.9,537

2 entries picked at random from those above:
mol,MT stabilize HCS,MT stabilize HCS Hoechst-high %,MT stabilize HCS cytotoxicity %,Hep lipid drop,Hep lipid drop cells 6.5 µM,ER stress rescue,Insulin prom up,Insulin prom up cell count,Salmonella PhoP GFP,Dynein transport,Dynein transport cytoplasmic EGFP,Dynein transport nuclear GR-EGFP,Dynein transport cell count,T cell HTS,T cell HTS vesicle-bound %,Autophagy HCS,Autophagy HCS cell loss 18 h,b-catenin transl,b-catenin transl cell count 5 µM
Cc1ccc(N(CC(=O)Nc2ccc(C)cc2C)S(=O)(=O)N2CCCC2)cc1,3.2,3.0,2.0,15,814,-0.2%,-0.32,1040,-8%,-0.64,-0.24,-0.4,0.78,i,45,i,5,.,.
CCOC(=O)c1cc(-c2csc(Nc3c(C)cc(C)cc3C)n2)on1,.,.,.,-13,729,.,-0.45,1290,-12%,-0.19,-0.16,-0.093,0.39,i,37,.,.,-3.2,1181

Further structures:
mol,MT stabilize HCS,MT stabilize HCS Hoechst-high %,MT stabilize HCS cytotoxicity %,Hep lipid drop,Hep lipid drop cells 6.5 µM,ER stress rescue,Insulin prom up,Insulin prom up cell count,Salmonella PhoP GFP,Dynein transport,Dynein transport cytoplasmic EGFP,Dynein transport nuclear GR-EGFP,Dynein transport cell count,T cell HTS,T cell HTS vesicle-bound %,Autophagy HCS,Autophagy HCS cell loss 18 h,b-catenin transl,b-catenin transl cell count 5 µM
O=C(CC1Nc2ccccc2NC1=O)c1ccccc1 (stereo unspecified),5.3,6.1,4.8,.,.,-3.5%,0.81,959,-24%,0.75,-0.13,0.57,-0.75,i,47,i,-12,-0.6,1243
CC(=O)c1cccc(NC(=O)c2ccc3c(Cl)c4c(nc3c2)CCCC4)c1,7.6,1.9,6.5,21,704,-2.2%,-0.64,1442,-8%,-0.19,-0.19,-0.085,-0.2,i,15,i,-4,6.7,1146
COC(=O)CSc1nc2ccc(NC(C)=O)cc2s1,2.2,1.9,6.3,.,.,-0.5%,0.09,1578,13%,0.33,-0.22,0.32,-0.46,i,36,i,1,-0.9,1440
CC(NC(=O)c1ccc(S(=O)(=O)N(C)C)cc1)c1ccccc1 (stereo unspecified),3.7,1.6,11,5,698,-2.3%,0.39,1234,2%,1.3,-0.15,-0.058,-0.76,i,60,i,-3,.,.
O=C(CN1CCN(c2ncccn2)CC1)NCc1ccc2c(c1)OCO2,1.0,1.9,5.8,2,731,-0.7%,-0.37,1236,-3%,-1.7,-0.22,-0.26,0.74,i,24,i,13,0.8,1032
O=C1C=C(Nc2ccc(Cl)cc2)C(=O)N1c1ccc(Cl)cc1,4.4,2.8,0.1,13,654,-0.6%,0.02,1273,12%,-0.089,-0.21,-0.35,0.37,i,51,i,-5,1.1,909
CCN(CC)C(=O)c1sc(NC(=O)c2ccco2)c(C#N)c1C,2.9,1.6,12,8,719,12%,0.39,1214,1%,-0.33,-0.21,0.5,-0.38,i,3,i,7,-3.7,535
Cc1ccccc1OCc1nnc(SCc2nc3ccccc3c(=O)[nH]2)n1C,2.7,1.7,4.1,-11,716,-0.9%,-0.12,1270,-3%,-0.8,-0.23,-0.37,0.62,i,65,i,10,-2.0,1110
CC(=O)Nc1ccc(-c2cc(NC(C)=O)n(-c3ccccc3)n2)cc1,6.0,3.4,10,.,.,-0.6%,0.92,1098,25%,0.34,-0.18,0.35,-0.56,i,61,i,-10,-0.2,1106
Cc1ccc(-n2nnnc2SC(C(=O)c2c[nH]c3ccccc23)c2ccccc2)cc1 (stereo unspecified),6.8,14,13,-3,650,-2.3%,1.6,1351,12%,0.26,-0.25,0.039,0.12,i,53,i,14,-3.3,1098
COc1ccc(NC(=O)C(=S)N2CCCC2)cc1,2.5,2.7,0.8,29,695,0.8%,-0.04,1635,-1%,-0.95,-0.24,0.011,1.2,i,21,i,6,-5.0,1104
O=C(Nc1cccnc1)Nc1ccc2c(c1)OCO2,1.5,0.6,1.4,1,801,-5.3%,-0.44,730,10%,-0.77,-0.091,-0.43,0.62,i,48,i,-2,2.6,1006
Cc1cc2ncn(-c3ncnc4sc5c(c34)CCC(C)C5)c2cc1C (stereo unspecified),1.4,1.2,7.6,.,.,-1.6%,0.07,1176,8%,0.24,0.031,-0.11,-0.065,i,61,i,2,2.1,1338
C=CCn1c(COc2cccc3cccnc23)nnc1SCC(=O)OC,4.0,2.0,4.9,-1,810,-1.7%,0.6,1365,12%,-0.58,-0.2,-0.054,-0.78,i,56,i,-12,-0.1,1001
CCc1nnc(NC(=O)Cc2cc(OC)c(OC)c(OC)c2)s1,3.7,2.2,6.5,33,659,0.3%,-0.84,1225,-9%,1.1,-0.085,0.11,-1.3,i,22,i,-14,5.3,947
CC(C)OC(=O)CSc1nnc(-c2ccc(Cl)cc2Cl)n1N,4.9,2.7,11,-9,724,0.3%,-0.3,771,-7%,0.024,-0.084,0.35,0.26,i,47,i,8,-3.4,1151
COC(=O)c1ccc(N=Nc2ccccc2)cc1,3.0,2.1,4.6,14,662,-0.8%,-0.19,1362,5%,-0.27,-0.33,0.12,0.02,i,45,i,29,1.6,1097
N#Cc1cn(CCOc2ccc(F)cc2)c2ccccc12,2.7,4.6,2.5,0,770,-0.5%,-0.17,1190,-3%,-0.59,-0.18,0.035,-1.2,i,44,i,-4,-1.7,1141
O=C(NCCN1C(=O)S/C(=C\c2ccccc2)C1=O)C1CCN(S(=O)(=O)c2cccs2)CC1,1.9,1.7,4.3,-2,695,-0.3%,0.29,1390,-2%,-0.72,0.063,-0.62,0.21,i,8,i,-19,-5.2,568
CCn1c(=O)c(C(=O)Nc2ncccc2C)c(O)c2ccccc21,2.9,2.6,1.7,5,667,-1.2%,0.2,1514,7%,-0.44,-0.32,-0.5,0.51,i,62,i,-11,-0.6,1530
CCc1nc(C)ccc1OCC(=O)N(CC)CC,0.8,1.1,7.3,3,825,-0.7%,0.56,1006,0%,-0.61,-0.022,-0.0078,0.51,i,22,i,-2,.,.
COCc1nc2ccccc2n1Cc1c(F)cccc1Cl,3.6,1.8,7.5,3,736,2.3%,-0.53,1173,-1%,-0.77,-0.36,-0.19,0.97,i,8,i,-4,0.2,1056
O=C(CN1C(=O)COc2ccccc21)Nc1ccc2c(c1)OCCO2,3.4,2.5,1.5,.,.,-0.7%,-0.2,1023,5%,-0.26,-0.16,0.25,0.36,i,35,i,14,0.7,1119
CC1CC(C)CN(CCCNC(=O)C2CCN(c3ncnc4c3sc3cccc(F)c34)CC2)C1 (stereo unspecified),.,.,.,1,715,.,-0.52,1021,-1%,0.072,-0.16,0.47,0.79,i,55,.,.,-0.6,1264
N#CCC(=O)N/N=C/c1ccc(OC2CSC2)cc1,5.3,2.8,1.6,-1,755,-0.5%,.,.,4%,0.18,-0.21,-0.034,-0.26,i,46,i,-4,-0.3,1527
